Screening data as filed in PubChem.
MgcRacGAP inhibition – MgcRacGAP GTPase-activating activity inhibitors, confirmation, biochemical, ADP Hunter fluorescence; inhibition, % at 30 µM; hits with a dose series show IC50 in µM; MgcRacGAP-stimulated Rac1 GTP hydrolysis, ADP Hunter fluorescence; higher % means a stronger effect; GST-tagged Rac1 F28L mutant substrate; 340,000 tested, 0.6% active;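 active = first-screen hits whose inhibition reached a set limit at any dose in the follow-up dose series; inconclusive = inhibition above the set first-screen limit but never retested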;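 also: fluorescence reports GDP produced by GAP-driven GTP hydrolysis; strong numbers were not always called active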
SIAH1 antagonists – Siah-1 peptide-binding antagonists, primary screen, biochemical, fluorescence polarization, rhodamine-plectin, uHTS (AID 1817); Siah-1 / rhodamine-plectin peptide fluorescence polarization; higher % means a stronger effect; 290,000 tested, 0.02% active; displacement, % at 20 µM; hits with a dose series show IC50 in µM;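 active = displacement of at least 50% at 20 µM, with a fluorescence ratio check between 0.3 and a set limit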;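 also: plate controls were Siah plus tracer with DMSO for no effect and tracer alone without Siah for full effect; strong numbers were not always called active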
HIV peptide binding – inhibitors of HIV fusion peptide binding, primary screen, biochemical, uHTS, fluorescence dequenching (AID 1986). cell-free peptide binding, fluorescence dequenching, 30 min; higher % means a stronger effect. 290,000 tested, 0.3% active. inhibition, % at 20 µM; hits with a dose series show IC50 in µM; in the data active = inhibition mostly above about 52%, no sharp cut-off; inactive = mostly below about 76%; also: some results filed as inactive read as strong as hits
AID2073 – inhibitors of Mint1-CaV2.2 protein interaction, biochemical, HTRF (AID 2073); HTRF protein-protein interaction, Mint1-CaV2.2; higher % means a stronger effect; inhibition, % at 20 µM; hits with a dose series show IC50 in µM; 290,000 tested, 0.19% active; in the data active = inhibition mostly above about 51%, no sharp cut-off; inconclusive = no clear call, values can overlap the other calls; inactive = mostly below about 53%; also: some results filed as inactive read as strong as hits
LYP inhibition – inhibitors of LYP phosphatase, biochemical, fluorescence intensity, uHTS (AID 1779). recombinant LYP phosphatase, fluorescence intensity; higher % means a stronger effect. one-dose inhibition, % at 11.5 µM; IC50 in µM for titrated hits. 290,000 tested, 0.054% active; in the data active = inhibition above about 50%;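 also: plate controls were vehicle with enzyme for no effect and no enzyme for full effect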
XIAP displacement – small molecules displacing peptide from XIAP – biochemical, IAP family, fluorescence polarization (AID 1018). XIAP BIR domain, fluorescence polarization peptide displacement; higher % means a stronger effect. one-dose displacement, % at 20 µM; IC50 in µM for titrated hits. 200,000 tested, 0.007% active; in the data active = displacement above about 50%; also: a part of the inactive calls stands beside numbers as strong as those of hits
NS5 inhibitors – flavivirus cap methylation enzyme inhibition – biochemical, confirmation dose response, primary screen (AID 588689) | Dengue-2 NS5 methyltransferase capping enzyme assay, biochemical; higher % means a stronger effect | 340,000 tested, 0.3% active | inhibition, % at 25 µM, or IC50 in µM where a hit was titrated; in the data active = a potency from the dose series; inconclusive = inhibition above about 29% without an active follow-up result
Large T inhibition – SV40 large T antigen inhibitors, biochemical (AID 1903). inhibition, % at 20 µM, or IC50 in µM where a hit was titrated. 310,000 tested, 0.39% active. SV40 large T antigen ATPase/helicase inhibition assay; higher % means a stronger effect; in the data active = a potency from the dose series; inconclusive = inhibition mostly from about 32% at the one dose, without a potency; inactive = the rest, 99 in 100 with inhibition below about 32%; also: strong numbers were not always called active
RSV CPE inhibition – RSV antiviral activity via CPE protection, HEp-2 cells, primary 10 µM value included (AID 2391). HEp-2 cells, RSV-induced CPE inhibition; higher % means a stronger effect. CPE inhibition, % at 10 µM, or IC50 in µM where a hit was titrated. 310,000 tested, 0.13% active; in the data active = a potency from the dose series; inconclusive = CPE inhibition mostly from about 23% at the one dose, without a potency; inactive = the rest, 99 in 100 with CPE inhibition below about 21%; also: strong numbers were not always called active
NS5 inhibitors pilot replicate – recorded beside NS5 inhibitors, whose call it bears; inhibition, %; measured here: pilot screen replicate inhibition
Starred values were filed as active, the others as inactive.

Start of the listing, in advance:
Results for O=C(Cc1ccc(Cl)cc1)Nc1ccc(-c2cc3ccccc3oc2=O)c(Cl)c1 ?
MgcRacGAP inhibition: 15.5%; SIAH1 antagonists: 14.3%; HIV peptide binding: 10.2%; AID2073: 21.1%; LYP inhibition: 1.4%; XIAP displacement: -7.6%; NS5 inhibitors: -1.9%; Large T inhibition: 6.7%; RSV CPE inhibition: 0.8%

What do the screens show for `Cc1cc(NC(=O)C(C)SCC(=O)OCc2c(Cl)cccc2Cl)no1` (stereo not drawn)?
MgcRacGAP inhibition: 5.7%; SIAH1 antagonists: -1.4%; HIV peptide binding: -1.9%; AID2073: 16.9%; LYP inhibition: -5.2%; NS5 inhibitors: -7.8%; Large T inhibition: 19.2%; RSV CPE inhibition: 0.2%

Results (from the top)
Results for O=C(Cc1ccc(Cl)cc1)Nc1ccc(-c2cc3ccccc3oc2=O)c(Cl)c1 ?
MgcRacGAP inhibition: 15.5%; SIAH1 antagonists: 14.3%; HIV peptide binding: 10.2%; AID2073: 21.1%; LYP inhibition: 1.4%; XIAP displacement: -7.6%; NS5 inhibitors: -1.9%; Large T inhibition: 6.7%; RSV CPE inhibition: 0.8%

What do the screens show for `Cc1cc(NC(=O)C(C)SCC(=O)OCc2c(Cl)cccc2Cl)no1` (stereo not drawn)?
MgcRacGAP inhibition: 5.7%; SIAH1 antagonists: -1.4%; HIV peptide binding: -1.9%; AID2073: 16.9%; LYP inhibition: -5.2%; NS5 inhibitors: -7.8%; Large T inhibition: 19.2%; RSV CPE inhibition: 0.2%

How did COc1ccc(C2c3c(oc4ccccc4c3=O)C(=O)N2c2ccc(C)cn2)cc1OC (stereo not drawn) do in these assays?
MgcRacGAP inhibition: -4.5%; SIAH1 antagonists: -1.9%; HIV peptide binding: -1.4%; AID2073: -1.6%; LYP inhibition: -6.9%; XIAP displacement: -2.9%; NS5 inhibitors: -5.1%; Large T inhibition: 6.6%; RSV CPE inhibition: 1.0%

What do the screens show for `CS(=O)(=O)N(CC(=O)N1CCOCC1)c1cc(Cl)ccc1Cl`?
MgcRacGAP inhibition: 7.2%; SIAH1 antagonists: 1.1%; HIV peptide binding: 0.6%; AID2073: 7.2%; LYP inhibition: -4.3%; NS5 inhibitors: -4.0%; Large T inhibition: 0.8%; RSV CPE inhibition: 0.8%

Results for CCSc1nnc(N(CCC#N)CCC#N)s1 ?
MgcRacGAP inhibition: -9.6%; SIAH1 antagonists: 0.7%; HIV peptide binding: 2.4%; AID2073: -1.6%; LYP inhibition: -5.8%; XIAP displacement: -3.9%; NS5 inhibitors: 3.3%; Large T inhibition: 2.5%; RSV CPE inhibition: -0.2%

How did Fc1ccc(CSc2nncn2NC/C=C/c2ccccc2)cc1 do in these assays?
MgcRacGAP inhibition: 11.4%; SIAH1 antagonists: 6.1%; HIV peptide binding: 1.1%; AID2073: -1.5%; LYP inhibition: -4.9%; XIAP displacement: 0.7%; NS5 inhibitors: -5.5%; Large T inhibition: 9.9%; RSV CPE inhibition: 1.1%

Results for O=C(Nc1ccc(O)c2c(=O)cc(-c3cccc(Cl)c3)oc12)c1cccc(Cl)c1 ?
MgcRacGAP inhibition: -2.3%; SIAH1 antagonists: 4.0%; HIV peptide binding: -0.8%; AID2073: 8.5%; LYP inhibition: 3.2%; NS5 inhibitors: -1.6%; Large T inhibition: 14.9%; RSV CPE inhibition: -2.7%

What do the screens show for `O=C(CCCOc1ccccc1)Nc1ncccn1`?
MgcRacGAP inhibition: 5.2%; SIAH1 antagonists: 3.5%; HIV peptide binding: 0.1%; AID2073: -10.7%; LYP inhibition: -8.0%; XIAP displacement: -10.4%; NS5 inhibitors: -2.2%; Large T inhibition: 4.3%; RSV CPE inhibition: 0.3%

What do the screens show for `Cc1ccc(NC(=O)CS(=O)c2ccccc2N)c(C)c1` (stereo not drawn)?
MgcRacGAP inhibition: 1.8%; SIAH1 antagonists: -0.5%; HIV peptide binding: -0.5%; AID2073: -1.9%; LYP inhibition: -0.4%; NS5 inhibitors: -9.1%; Large T inhibition: 22.0%; RSV CPE inhibition: 1.1%

Results for C#CCCOC(=O)N1C2=NC(C(=O)OC)=C(C(=O)OC)[C@@H]3N(Cc4ccccc4)c4ccccc4[C@]23C[C@H]1C(=O)OC ?
MgcRacGAP inhibition: 11.3%; SIAH1 antagonists: 4.7%; HIV peptide binding: -2.1%; AID2073: 21.1%; LYP inhibition: 3.7%; NS5 inhibitors: -0.7%; Large T inhibition: 21.3%; RSV CPE inhibition: 3.3%

Results for CCOc1nc2ccccc2nc1C ?
MgcRacGAP inhibition: 2.7%; SIAH1 antagonists: 3.9%; HIV peptide binding: -1.3%; AID2073: 2.0%; LYP inhibition: -6.9%; XIAP displacement: -5.6%; NS5 inhibitors: -3.5%; Large T inhibition: 11.2%; RSV CPE inhibition: 1.2%

What do the screens show for `CCNc1nc(NC(C)(C)C)nc(N(CC)n2cnnc2)n1`?
MgcRacGAP inhibition: 3.4%; SIAH1 antagonists: -0.1%; HIV peptide binding: -0.6%; AID2073: 6.0%; LYP inhibition: -0.2%; XIAP displacement: -3.2%; NS5 inhibitors: 5.5%; Large T inhibition: 6.3%; RSV CPE inhibition: -0.1%

Results for Cc1cc(C(=O)O)cc(S(=O)(=O)N2CCOCC2)c1C ?
MgcRacGAP inhibition: 5.6%; SIAH1 antagonists: -2.1%; HIV peptide binding: -3.1%; AID2073: -4.5%; LYP inhibition: -8.5%; XIAP displacement: -7.1%; NS5 inhibitors: -4.4%; Large T inhibition: 2.2%; RSV CPE inhibition: 1.8%

How did Cc1ccc(C(=O)N2CCN(c3ccccn3)CC2)cc1Cl do in these assays?
MgcRacGAP inhibition: 5.8%; SIAH1 antagonists: -1.2%; HIV peptide binding: -1.5%; AID2073: 6.0%; LYP inhibition: -3.6%; NS5 inhibitors: 0.0%; Large T inhibition: 0.9%; RSV CPE inhibition: 1.6%; NS5 inhibitors pilot replicate: -8.5

How did CC12CCC(C(N)=O)(c3nc4ccccc4nc31)C2(C)C (stereo not drawn) do in these assays?
MgcRacGAP inhibition: -1.5%; SIAH1 antagonists: -0.5%; HIV peptide binding: 1.4%; AID2073: -5.0%; LYP inhibition: 3.3%; XIAP displacement: -3.8%; NS5 inhibitors: -7.5%; Large T inhibition: 0.7%; RSV CPE inhibition: 1.5%

What do the screens show for `COc1ccc(-c2nnn(CC(=O)N(Cc3ccccc3Cl)C(C(=O)NCC3CCCO3)c3ccco3)n2)cc1OC` (stereo not drawn)?
MgcRacGAP inhibition: 1.9%; SIAH1 antagonists: -0.5%; HIV peptide binding: -3.1%; AID2073: 1.4%; LYP inhibition: -1.4%; XIAP displacement: -0.3%; NS5 inhibitors: -13.1%; Large T inhibition: 9.0%; RSV CPE inhibition: -0.1%

How did CC(OC(=O)Cn1[nH]c(=O)c2ccccc2c1=O)C(=O)c1ccccc1 (stereo not drawn) do in these assays?
MgcRacGAP inhibition: 2.7%; SIAH1 antagonists: -0.2%; HIV peptide binding: -0.1%; AID2073: 7.5%; LYP inhibition: -10.0%; NS5 inhibitors: 19.0%; Large T inhibition: 19.4%; RSV CPE inhibition: 1.1%

Results for COc1cccc(C(=O)c2c[nH]c(C(=O)NCc3cccs3)c2)c1 ?
MgcRacGAP inhibition: -7.4%; SIAH1 antagonists: 3.1%; HIV peptide binding: 1.0%; AID2073: 2.6%; LYP inhibition: -4.8%; XIAP displacement: -4.2%; NS5 inhibitors: 0.6%; Large T inhibition: -5.2%; RSV CPE inhibition: 1.3%

How did O=C1COc2ccc(C(=O)COC(=O)c3ccc(S(=O)(=O)C(F)F)cc3)cc2N1 do in these assays?
MgcRacGAP inhibition: 5.8%; NS5 inhibitors: -7.4%; Large T inhibition: 18.6%; RSV CPE inhibition: 0.3%

What do the screens show for `Cc1ccc(C2=NC3(CCCC3)NC2=S)cc1`?
MgcRacGAP inhibition: 10.4%; SIAH1 antagonists: 5.5%; HIV peptide binding: -0.7%; AID2073: -16.6%; LYP inhibition: 4.2%; XIAP displacement: -7.8%; NS5 inhibitors: 2.4%; Large T inhibition: 15.0%; RSV CPE inhibition: -0.5%

How did O=C(CNC(=O)c1ccccc1F)N/N=C\C=C\c1ccccc1 do in these assays?
MgcRacGAP inhibition: 6.7%; SIAH1 antagonists: 4.2%; HIV peptide binding: -1.0%; AID2073: 2.3%; LYP inhibition: -1.6%; NS5 inhibitors: -1.9%; Large T inhibition: 1.2%; RSV CPE inhibition: 2.0%

What do the screens show for `CCN(CC)c1ccc(/C=N/N=C(N)N)c(O)c1`?
MgcRacGAP inhibition: inconclusive; SIAH1 antagonists: -3.9%; HIV peptide binding: -1.3%; AID2073: 8.5%; LYP inhibition: -11.5%; XIAP displacement: 0.7%; NS5 inhibitors: -20.1%; Large T inhibition: inconclusive; RSV CPE inhibition: 2.3%

How did COc1ccc(CCNC2CCN(C)CC2)cc1OC do in these assays?
MgcRacGAP inhibition: 8.3%; SIAH1 antagonists: 0.0%; HIV peptide binding: 0.9%; AID2073: -10.4%; LYP inhibition: -2.4%; XIAP displacement: -20.0%; NS5 inhibitors: -6.6%; Large T inhibition: -5.2%; RSV CPE inhibition: 0.8%

How did CCNC(=O)N1CCNC(=O)C1CC(=O)OC (stereo not drawn) do in these assays?
MgcRacGAP inhibition: 2.4%; SIAH1 antagonists: -3.4%; HIV peptide binding: -3.2%; AID2073: -6.3%; LYP inhibition: -0.7%; XIAP displacement: -16.2%; NS5 inhibitors: -4.0%; Large T inhibition: 11.1%; RSV CPE inhibition: -0.4%

Results for CS(=O)(=O)N(CC(=O)NCCSCc1ccccc1)c1ccccc1Br ?
MgcRacGAP inhibition: 7.4%; SIAH1 antagonists: -0.8%; HIV peptide binding: -0.9%; AID2073: 18.0%; LYP inhibition: -10.7%; NS5 inhibitors: -4.6%; Large T inhibition: 11.9%; RSV CPE inhibition: 0.9%

How did Cc1ccccc1Nc1c(-c2ccc(N3CCOCC3)cc2)nc2ncccn12 do in these assays?
MgcRacGAP inhibition: 16.8%; SIAH1 antagonists: 2.4%; HIV peptide binding: -0.6%; AID2073: 9.0%; LYP inhibition: -0.4%; XIAP displacement: -6.9%; NS5 inhibitors: -3.5%; Large T inhibition: 21.8%; RSV CPE inhibition: 2.5%

How did Cc1cc(N/N=C(/CCC(=O)O)C(=O)O)nc2ccccc12 do in these assays?
MgcRacGAP inhibition: 5.8%; SIAH1 antagonists: -10.0%; HIV peptide binding: 6.1%; AID2073: 32.6%; LYP inhibition: 2.6%; XIAP displacement: -13.8%; NS5 inhibitors: -1.8%; Large T inhibition: 18.0%; RSV CPE inhibition: 1.9%

How did O=C1c2ccccc2NC(c2ccccn2)N1c1ccc(Cl)cc1 (stereo not drawn) do in these assays?
MgcRacGAP inhibition: 10.1%; SIAH1 antagonists: -1.4%; HIV peptide binding: 12.8%; AID2073: 10.4%; LYP inhibition: -2.8%; XIAP displacement: 0.3%; NS5 inhibitors: 0.7%; Large T inhibition: -4.8%; RSV CPE inhibition: 0.2%
